TLR4-MyD88 BLA: TLR4-MyD88 interaction inhibition in cells. O00206+Q99836. HeLa CL3-4 TLR4/MyD88 BLA complementation, FRET ratio. inhibition, % at 8.4 µM. 200,000 compounds, 0.18% hits; in the data active = inhibition above about 25%;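 note: 0% = vehicle and 100% = reference inhibitor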
Target sequence (O00206 whole entry, looked up): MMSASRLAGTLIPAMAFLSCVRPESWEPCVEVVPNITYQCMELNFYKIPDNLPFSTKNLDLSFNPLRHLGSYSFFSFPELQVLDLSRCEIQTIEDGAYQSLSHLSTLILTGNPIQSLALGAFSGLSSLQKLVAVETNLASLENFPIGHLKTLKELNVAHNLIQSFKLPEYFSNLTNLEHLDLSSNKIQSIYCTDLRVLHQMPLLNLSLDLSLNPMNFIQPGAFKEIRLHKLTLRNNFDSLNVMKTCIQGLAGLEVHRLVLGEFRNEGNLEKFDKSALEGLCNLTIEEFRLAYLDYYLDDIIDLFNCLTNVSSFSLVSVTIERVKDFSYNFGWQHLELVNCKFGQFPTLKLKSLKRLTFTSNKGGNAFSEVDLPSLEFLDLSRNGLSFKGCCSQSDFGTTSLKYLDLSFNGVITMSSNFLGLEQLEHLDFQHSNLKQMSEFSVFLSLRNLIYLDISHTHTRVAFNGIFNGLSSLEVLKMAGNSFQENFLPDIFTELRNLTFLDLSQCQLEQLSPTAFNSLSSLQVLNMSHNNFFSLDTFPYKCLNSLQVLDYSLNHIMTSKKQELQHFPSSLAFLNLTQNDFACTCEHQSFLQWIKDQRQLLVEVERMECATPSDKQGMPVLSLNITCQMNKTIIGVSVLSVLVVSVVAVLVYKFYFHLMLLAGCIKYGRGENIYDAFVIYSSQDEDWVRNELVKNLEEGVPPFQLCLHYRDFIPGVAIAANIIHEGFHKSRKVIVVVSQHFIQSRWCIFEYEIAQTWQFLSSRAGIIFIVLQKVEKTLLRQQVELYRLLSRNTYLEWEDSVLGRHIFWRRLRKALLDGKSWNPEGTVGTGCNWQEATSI
Target sequence (Q99836 whole entry, looked up): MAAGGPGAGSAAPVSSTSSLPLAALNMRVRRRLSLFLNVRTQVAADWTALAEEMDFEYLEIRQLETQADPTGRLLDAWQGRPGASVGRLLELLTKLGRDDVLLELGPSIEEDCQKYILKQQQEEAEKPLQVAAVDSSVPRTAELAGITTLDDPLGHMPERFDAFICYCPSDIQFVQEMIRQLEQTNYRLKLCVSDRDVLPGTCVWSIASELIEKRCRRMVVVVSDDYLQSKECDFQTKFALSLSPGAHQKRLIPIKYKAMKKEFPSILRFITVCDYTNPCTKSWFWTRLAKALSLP
G6PDH CS: inhibits Leuconostoc G6PDH, flagging false hits in G6PDH-based assays. 200,000 compounds, 0.12% hits. Purified L. mesenteroides G6PDH, diaphorase/resazurin coupled fluorescence, 45 min. inhibition, % at 5 µM; in the data active = inhibition above about 50%
NF-kB neuron act: NF-kB expression increase, human neuronal cells | NF-kB reporter expression; hits give high values | fold change at 12.5 µM | 190,000 compounds, 1.6% hits | AID 1239; in the data active = fold change above about 3.3
APP 5'UTR act: APP 5'UTR luciferase reporter activation | SH-SY5Y APP 5'UTR luciferase reporter, luminescence; zero percent = DMSO vehicle wells | activation, % at 2 µM | 190,000 compounds, 1% hits | AID 1276;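 active = activation above a set limit, based on mean plus 3 SD of controls, cut at about 140% in these data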; note: values of inactives mirror those of a sister screen read the other way
STAT1 act: activators of IFN-gamma induced STAT1 signaling. AID 932. activation (% of control), % at 5.5 µM. NIH 3T3 STAT1-luciferase reporter, luminescence; 100% = IFN-gamma alone, no compound. 200,000 compounds, 2.6% hits;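 active = activation above the screen-wide mean activation plus 3 SD, cut at about 130% in these data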;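 note: raw ratio to IFN-gamma control signal so 100% means no change and 0% no light; values of inactives mirror those of a sister screen read the other way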
Diaph act CS: counter-screen for diaphorase-based assays: diaphorase activators and chemical reducers. Diaphorase/resazurin coupled assay, resorufin fluorescence, 16 min; hits give high values; 1 = vehicle wells, 0 = NADH-free wells. 190,000 compounds, 0.005% hits. activation factor at 20 µM;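 active = diaphorase activity raised at least twofold by the compound at 20 µM; inactive = activation factor below 2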
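Test system: Clostridium kluyveri diaphorase, purified enzyme. Buffer or medium: 50 mM HEPES pH 7.4 buffer plus MgCl2 and Tween 20. Also added: 0.114 mM NADH and 0.1 mM resazurin, final amounts. Dosing: compound 20 µM once, DMSO 1%. Schedule: 16 min enzyme reaction, ambient temperature. Detection: fluorescence of resorufin, 544 nm excitation, 590 nm emission.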
FLuc inh counter: counter-screen for luciferase assay inhibitors: firefly luciferase inhibition; ATPLite firefly luciferase biochemical luminescence, 10 min; inhibition, % at 10 µM; 200,000 compounds, 1.5% hits;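 active = inhibition above about 50% when tested at 10 µM, limit read from the data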
APP transl inh: APP translation inhibition; SH-SY5Y APP 5'UTR-luciferase reporter, luminescence; inhibition, % at 2 µM; 190,000 compounds, 0.82% hits; AID 1285;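 active = inhibition above a set limit, derived from the sample mean plus 3 SD, cut at about 45% in these data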; note: values of inactives mirror those of a sister screen read the other way
FLuc act counter: affects firefly luciferase, flagging false hits in luciferase stimulation screens; activation factor at 10 µM; 200,000 tested, under 10 active; AID 1027; ATPlite luciferase biochemical, luminescence, 10 min; 0 = ATP-free wells, 1 = DMSO control; P08659;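 active = luciferase activation factor, scaled between plate controls, of at least 2 with compound at 10 µM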
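test system = cell-free luciferase reagent | medium = PBS as buffer for the ATP substrate | dosing = test compounds dosed from 2 mM stocks in 100% DMSO | incubation = 10 min at ambient temperature | detection = luminescence measurement of luciferase light output | benchmarks = low control with PBS replacing ATP, high control enzyme plus ATP without compound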
Diaphorase inh: inhibits diaphorase or chemically oxidizes, flagging diaphorase assay artifacts | diaphorase resazurin-to-resorufin fluorescence, NADH, 16 min; bacterial (C. kluyveri) enzyme, not human | inhibition, % at 20 µM | 190,000 compounds, 0.69% hits | AID 1217;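 active = primary screen inhibition at 20 µM above a set limit, cut at about 50% in these data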;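 note: plate controls were DMSO with full reaction for no effect and wells lacking NADH for full effect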
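controls = No-NADH positive control and DMSO neutral control | system = Clostridium kluyveri diaphorase enzyme | timing = reaction incubation of 16 min at room temperature | signal = resorufin fluorescence 544/590 nm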
Numbers without * were called inactive.

COc1ccc(OC)c(CCNC(=O)CS(=O)(=O)Cc2nc(-c3ccccc3C)oc2C)c1 was read as TLR4-MyD88 BLA 9, G6PDH CS 5, NF-kB neuron act 0.9, APP 5'UTR act -33, STAT1 act 96, Diaph act CS 0.9, FLuc inh counter -1, APP transl inh 33, FLuc act counter 1 and Diaphorase inh 7.
Screening CCc1nc(C)cc(N)c1OCc1ccccc1 returned TLR4-MyD88 BLA -7, G6PDH CS 3, NF-kB neuron act 1.2, APP 5'UTR act 12, STAT1 act 104, Diaph act CS 0.8, FLuc inh counter -1, APP transl inh -12, FLuc act counter 1 and Diaphorase inh 16.
`Cc1noc(C)c1CSc1nc2ccccc2n1C` gave TLR4-MyD88 BLA 7, G6PDH CS 2, NF-kB neuron act 1.4, APP 5'UTR act 13, STAT1 act 108, Diaph act CS 0.9, FLuc inh counter 0, APP transl inh -13, FLuc act counter 1 and Diaphorase inh 15.
O=C(c1oc2ccccc2c1CSCc1ccccc1)N1CCN(c2ncccn2)CC1 was read as TLR4-MyD88 BLA -1, G6PDH CS 0, NF-kB neuron act 1.3, APP 5'UTR act -1, STAT1 act 103, Diaph act CS 0.7, FLuc inh counter -8, APP transl inh 1, FLuc act counter 1.1 and Diaphorase inh 28.
For CC1CN(C(=O)C(c2ccccc2)c2ccccc2)CC(C)O1 (centres undefined) the results were TLR4-MyD88 BLA 7, G6PDH CS 3, NF-kB neuron act 1.1, APP 5'UTR act 22, STAT1 act 105, Diaph act CS 0.9, FLuc inh counter -4, APP transl inh -22, FLuc act counter 1 and Diaphorase inh 8.
O=C(NC1CCCCC1)N1CCCC(c2nc(-c3ccc(S(=O)(=O)N4CCCC4)cc3)no2)C1 (centres undefined) was read as TLR4-MyD88 BLA -1, G6PDH CS 6, NF-kB neuron act 1.4, APP 5'UTR act -6, STAT1 act 98, Diaph act CS 0.9, FLuc inh counter -6, APP transl inh 6, FLuc act counter 1.1 and Diaphorase inh 7.
For CC(C)(C)NCC(=O)N/N=C/c1ccc(OCc2ccccc2)cc1 the results were TLR4-MyD88 BLA 4, G6PDH CS 15, NF-kB neuron act 1.4, APP 5'UTR act 14, STAT1 act 107, Diaph act CS 1, FLuc inh counter -8, APP transl inh -14, FLuc act counter 1.1 and Diaphorase inh -2.
Screening Cc1cccc(N2C(=O)CS/C2=N\NC(=O)c2ccc(Cl)cc2)c1C returned TLR4-MyD88 BLA 18, G6PDH CS 2, NF-kB neuron act 1.4, APP 5'UTR act 13, STAT1 act 107, Diaph act CS 0.9, FLuc inh counter -5, APP transl inh -13, FLuc act counter 1.1 and Diaphorase inh 9.
For Cc1ccc(/C=N/NC(=O)CNC(=O)COc2ccccc2)o1 the results were TLR4-MyD88 BLA -4, G6PDH CS -1, NF-kB neuron act 1.1, APP 5'UTR act 0, STAT1 act 106, Diaph act CS 0.9, FLuc inh counter -6, APP transl inh 0, FLuc act counter 1.1 and Diaphorase inh 9.
For CC(C)CC(NS(=O)(=O)c1ccc2c(c1)oc(=O)n2C)C(=O)N1CC=C(c2ccccc2)CC1 (centres undefined) the results were TLR4-MyD88 BLA -14, G6PDH CS 8, NF-kB neuron act 0.73, APP 5'UTR act -5, STAT1 act 92, Diaph act CS 0.7, FLuc inh counter -3, APP transl inh 5, FLuc act counter 1 and Diaphorase inh 30.
CN(Cc1cccnc1)Cc1c(C(=O)N2CCc3ccccc3C2)nc2ccc(Cl)cn12 was read as TLR4-MyD88 BLA -11, G6PDH CS 5, NF-kB neuron act 1.1, APP 5'UTR act 5, STAT1 act 94, Diaph act CS 1, FLuc inh counter -7, APP transl inh -5, FLuc act counter 1.1 and Diaphorase inh 2.
`COc1cccc(CN(CC2CCCO2)C(=O)c2cc3ccccc3oc2=O)c1` (centres undefined) gave TLR4-MyD88 BLA 3, G6PDH CS 12, NF-kB neuron act 1.4, APP 5'UTR act 19, STAT1 act 109, Diaph act CS 0.9, FLuc inh counter -7, APP transl inh -19, FLuc act counter 1.1 and Diaphorase inh 11.

Three successive entries from above:
COc1ccc(OC)c(CCNC(=O)CS(=O)(=O)Cc2nc(-c3ccccc3C)oc2C)c1 was read as TLR4-MyD88 BLA 9, G6PDH CS 5, NF-kB neuron act 0.9, APP 5'UTR act -33, STAT1 act 96, Diaph act CS 0.9, FLuc inh counter -1, APP transl inh 33, FLuc act counter 1 and Diaphorase inh 7.
Screening CCc1nc(C)cc(N)c1OCc1ccccc1 returned TLR4-MyD88 BLA -7, G6PDH CS 3, NF-kB neuron act 1.2, APP 5'UTR act 12, STAT1 act 104, Diaph act CS 0.8, FLuc inh counter -1, APP transl inh -12, FLuc act counter 1 and Diaphorase inh 16.
`Cc1noc(C)c1CSc1nc2ccccc2n1C` gave TLR4-MyD88 BLA 7, G6PDH CS 2, NF-kB neuron act 1.4, APP 5'UTR act 13, STAT1 act 108, Diaph act CS 0.9, FLuc inh counter 0, APP transl inh -13, FLuc act counter 1 and Diaphorase inh 15.

New compounds follow:
COc1cc(NS(=O)(=O)c2ccc(N)cc2)nc(OC)n1 was read as TLR4-MyD88 BLA -5, G6PDH CS 3, NF-kB neuron act 1, APP 5'UTR act 20, STAT1 act 91, Diaph act CS 1, FLuc inh counter -3, APP transl inh -20, FLuc act counter 1 and Diaphorase inh 1.
O=C(/C=C/c1ccc([N+](=O)[O-])cc1)NNC(=O)C1CC1 was read as TLR4-MyD88 BLA 0, G6PDH CS -5, NF-kB neuron act 0.97, APP 5'UTR act 18, STAT1 act 103, Diaph act CS 1.1, FLuc inh counter 0, APP transl inh -18, FLuc act counter 1 and Diaphorase inh -7.
Screening COc1cc2c(cc1OC)CN(C(=O)CSc1n[nH]c(N)n1)CC2 returned TLR4-MyD88 BLA -4, G6PDH CS -9, NF-kB neuron act 1, APP 5'UTR act -12, STAT1 act 99, Diaph act CS 1, FLuc inh counter -5, APP transl inh 12, FLuc act counter 1.1 and Diaphorase inh 5.
For O=C(CCc1ccccc1)Nc1ncc([N+](=O)[O-])s1 the results were TLR4-MyD88 BLA 6, G6PDH CS 2, NF-kB neuron act 1.4, APP 5'UTR act 64, STAT1 act 111, Diaph act CS 0.8, FLuc inh counter 3, APP transl inh -64, FLuc act counter 1 and Diaphorase inh 19.
For CCOC(=O)N1CCN(c2c(NCCN3CCCCC3CC)c(=O)c2=O)CC1 (centres undefined) the results were TLR4-MyD88 BLA 14, G6PDH CS 2, NF-kB neuron act 1, APP 5'UTR act -10, STAT1 act 102, Diaph act CS 0.8, FLuc inh counter -3, APP transl inh 10, FLuc act counter 1 and Diaphorase inh 16.
For C=C(C)Cn1c(NCCOC)nc2c1c(=O)[nH]c(=O)n2C the results were TLR4-MyD88 BLA 3, G6PDH CS 13, NF-kB neuron act 1.1, APP 5'UTR act 11, STAT1 act 102, Diaph act CS 1, FLuc inh counter -5, APP transl inh -11, FLuc act counter 1 and Diaphorase inh -4.
`CCN(CC)CCNC(=O)C1CCN(S(=O)(=O)N2CCCCC2)CC1` gave TLR4-MyD88 BLA -3, G6PDH CS 0, NF-kB neuron act 1.4, APP 5'UTR act 1, STAT1 act 106, Diaph act CS 0.9, FLuc inh counter -1, APP transl inh -1, FLuc act counter 1 and Diaphorase inh 12.
Screening O=C(Cc1cccs1)N(Cc1ccco1)C1(C(=O)NC2CCCC2)CCCCC1 returned TLR4-MyD88 BLA 11, G6PDH CS 6, NF-kB neuron act 1.1, APP 5'UTR act 7, STAT1 act 100, Diaph act CS 0.9, FLuc inh counter -8, APP transl inh -6, FLuc act counter 1.1 and Diaphorase inh 7.
`O=C(CSc1ccc(Cl)cc1)c1ccco1` gave TLR4-MyD88 BLA 1, G6PDH CS 8, NF-kB neuron act 1.9, APP 5'UTR act -5, STAT1 act 94, Diaph act CS 0.9, FLuc inh counter -2, APP transl inh 5, FLuc act counter 1 and Diaphorase inh 10.
O=C1OC(/C(=C\Nc2ccc(F)cc2F)[N+](=O)[O-])c2ccccc21 (centres undefined) was read as TLR4-MyD88 BLA 1, G6PDH CS 9, NF-kB neuron act 1.1, APP 5'UTR act -5, STAT1 act 95, Diaph act CS 1, FLuc inh counter -3, APP transl inh 5, FLuc act counter 1 and Diaphorase inh -3.
Screening COC(=O)C1CCN(c2cc(=O)n(Cc3ccc(F)cc3)c(=O)[nH]2)CC1 returned TLR4-MyD88 BLA 10, G6PDH CS 7, NF-kB neuron act 1, APP 5'UTR act -17, STAT1 act 94, Diaph act CS 1, FLuc inh counter -4, APP transl inh 17, FLuc act counter 1 and Diaphorase inh 4.
Cc1cccc(Nc2nc(-c3c(C)nc4ccccn34)cs2)c1 was read as TLR4-MyD88 BLA 4, G6PDH CS 12, NF-kB neuron act 0.64, APP 5'UTR act -3, STAT1 act 89, Diaph act CS 0.8, FLuc inh counter -6, APP transl inh 3, FLuc act counter 1.1 and Diaphorase inh 23.
CCN(CCCNC(=O)C1CCN(S(=O)(=O)c2cccc3nonc23)CC1)Cc1ccccc1 was read as TLR4-MyD88 BLA 2, G6PDH CS -2, NF-kB neuron act 0.98, APP 5'UTR act 10, STAT1 act 97, Diaph act CS 0.9, FLuc inh counter -5, APP transl inh -10, FLuc act counter 1.1 and Diaphorase inh 14.
COc1cc(C2C(C#N)=C(N)N(c3ccc(F)cc3)C3=C2S(=O)(=O)CC3)ccc1O (centres undefined) was read as TLR4-MyD88 BLA 12, G6PDH CS 4, NF-kB neuron act 1.1, APP 5'UTR act 10, STAT1 act 104, Diaph act CS 0.8, FLuc inh counter -2, APP transl inh -10, FLuc act counter 1 and Diaphorase inh 19.
CC1CCc2nn(CC(=O)NCCCN3CCOCC3)cc2C1 (centres undefined) was read as TLR4-MyD88 BLA 4, G6PDH CS 12, NF-kB neuron act 1, APP 5'UTR act 14, STAT1 act 99, Diaph act CS 1, FLuc inh counter 0, APP transl inh -14, FLuc act counter 1 and Diaphorase inh 1.
N#CC1=C(N)SC(N)=C(C#N)C1c1ccnc2ccccc12 was read as TLR4-MyD88 BLA -8, G6PDH CS 4, NF-kB neuron act 0.92, APP 5'UTR act 11, STAT1 act 104, Diaph act CS 0.8, FLuc inh counter -9, APP transl inh -11, FLuc act counter 1.1 and Diaphorase inh 24.
`O=c1[nH]c2ccc(NS(=O)(=O)c3ccc([N+](=O)[O-])cc3)cc2[nH]1` gave TLR4-MyD88 BLA 8, G6PDH CS 4, NF-kB neuron act 1, APP 5'UTR act 17, STAT1 act 104, Diaph act CS 0.9, FLuc inh counter -3, APP transl inh -17, FLuc act counter 1 and Diaphorase inh 12.
Cc1cccc(NC(=S)N(C)C2CCCCC2)c1 was read as TLR4-MyD88 BLA 8, G6PDH CS 1, NF-kB neuron act 1.2, APP 5'UTR act 14, STAT1 act 91, Diaph act CS 0.9, FLuc inh counter 4, APP transl inh -14, FLuc act counter 1 and Diaphorase inh 13.
